TSHR antagonist: Antagonists of the Thyroid Stimulating Hormone Receptor: HTS campaign; activity change, negative = inhibition, % at 11.5 µM; AID 504810, 2011; actives 0.2% (n = 330,000); TSHR-expressing cells, TSH-stimulated cAMP HTRF, 2 h; active compounds read low; Thyrotropin receptor (Homo sapiens), P16473;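 active = activity change below a set negative limit, meaning inhibition stronger than a set level, cut at about -70% in these data; inconclusive = activity change between two set negative limits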; also: % is scaled to controls: 0 for no effect and ±100 for the full control effect
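Freshly harvested TSHR cells receive pin-tooled compound, then EC80 TSH at 4nM final. After 2 hours at 37 deg C, antibody in lysis buffer and cAMP-d2 are added; 30 minutes at ambient temperature precede the HTRF read.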
A-T KAP1 phos: qHTS Assay for Identifying a Potential Treatment of Ataxia-Telangiectasia | actives 0.19% (n = 320,000) | AID 485349, 2010 | Potency, µM (series often up to 57.5 µM), without a hit: at the highest dose activation, most hits filed as activators | […] A-T fibroblasts, KAP-1 phosphorylation AlphaLISA; neocarzinostatin DNA damage 30 min before lysis; also: potency is read from the fitted curve at half-maximal effect; % of control where 0% means no effect; nearly all actives have a fitted effect of over 45% in size
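ATM-like activity read as KAP-1 phosphorylation via AlphaLISA donor/acceptor antibody pairs after lysis and 6 hr at 25C. Cells were ATM-null patient fibroblasts ([…], hTERT), dosed 60 min, then exposed to the DSB inducer NCS for 30 min.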
Integrin act MD: qHTS for Activators of Integrin-Mediated Alleviation for Muscular Dystrophy; alpha7betagal myoblasts, beta-gal FDG fluorescence, 48 h; Potency, µM (series often up to 38.3 µM), without a hit: at the top dose activation, most hits filed as activators; actives 0.064% (n = 350,000); AID 624291, 2012;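 also: potency is read from the fitted curve at half-maximal effect; 100% = response of the positive control SU9516; nearly all actives have a fitted effect of over 60% in size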
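Alpha7betagal+/- myoblasts (passage 13) were plated 16-24 hr, then exposed to compounds (1:260 dilution of DMSO stock) for 48 hours at 37C. After MPER lysis, β-galactosidase reporter activity was read as FDG fluorescence (ex 480/em 540) after 30 minutes.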
ASM inhibitor: Inhibitors of Secretory Acid Sphingomyelinase (S-ASM): qHTS; Sphingomyelin phosphodiesterase (Homo sapiens), P17405; placental ASM, HMU-PC fluorogenic substrate, 60 min; Potency, µM (highest dose often 57.5 µM), for the others: top-dose activity change, negative = inhibition, hits mostly inhibitors; actives 0.006% (n = 340,000); AID 504937, 2011; also: potency is read from the fitted curve at half-maximal effect
Target sequence (P17405 47-631 limits assumed): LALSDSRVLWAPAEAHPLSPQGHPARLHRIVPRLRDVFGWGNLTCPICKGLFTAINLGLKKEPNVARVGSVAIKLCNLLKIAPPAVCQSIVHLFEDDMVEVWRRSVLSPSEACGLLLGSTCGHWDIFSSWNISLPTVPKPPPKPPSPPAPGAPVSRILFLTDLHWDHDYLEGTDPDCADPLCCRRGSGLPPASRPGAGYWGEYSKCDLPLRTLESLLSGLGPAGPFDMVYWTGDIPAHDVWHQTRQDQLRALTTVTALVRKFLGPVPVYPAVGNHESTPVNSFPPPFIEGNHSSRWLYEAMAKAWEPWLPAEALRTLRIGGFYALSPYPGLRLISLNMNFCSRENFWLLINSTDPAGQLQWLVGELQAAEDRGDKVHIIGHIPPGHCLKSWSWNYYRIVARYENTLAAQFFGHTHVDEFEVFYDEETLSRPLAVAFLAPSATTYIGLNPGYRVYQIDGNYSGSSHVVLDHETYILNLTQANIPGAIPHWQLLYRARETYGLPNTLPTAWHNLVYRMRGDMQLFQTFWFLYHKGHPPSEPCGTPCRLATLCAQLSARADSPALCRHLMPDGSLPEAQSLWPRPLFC
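Fluorogenic HMU-PC substrate (9 uM final) is turned over by placental ASM in 60 min at 37 C after a 10 min compound preincubation. Reaction ended by alkaline stop (pH 10), with fluorescence read at 386/447 nm.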
MLL CXXC-DNA inh: qHTS Fluorescence Polarization Assay for Inhibitors of MLL CXXC domain - DNA interaction | Histone-lysine N-methyltransferase 2A (Homo sapiens), Q03164 | MLL-CXXC / FITC-HOXA9 DNA fluorescence polarization | Potency, µM (highest dose often 115 µM), inactives show top-dose activity change, negative = inhibition, usual class: inhibitors | actives 0.037% (n = 290,000) | AID 2662, 2010; active = well fitted inhibition curve with a large enough effect in the polarisation, with a control signal flat, not every such curve was filed as active; inconclusive = small, poorly fitted or top-dose-only effect, or effect the other way, or a change in a side signal; inactive = no such curve, though single readings can be large or run the other way; the % refers to the polarisation; also: potency is read from the fitted curve at half-maximal effect
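Purified MLL-CXXC (added from a 7 uM solution) was preincubated 5 min at ambient with pinned compounds in 50 mM Tris-HCl pH 7.5, 50 mM NaCl, 1 mM DTT, 0.05% BSA. Fluorescein-labeled HOX-A9 DNA (50 nM solution) followed, 30 min, then polarization read.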
PTAP TSG101 blk: qHTS Assay for Iinhibitors of HIV-1 Budding by Blocking the Interaction of PTAP/TSG101. Tumor susceptibility gene 101 protein (Homo sapiens), Q99816. Fluorescence polarization, FITC-PTAP peptide / Tsg101 binding. Potency, µM (series often up to 115 µM), inactives show at the highest dose activity change, negative = inhibition, actives largely listed as inhibitors. 340,000 tested, under 10 active. AID 493005, 2010; active = well fitted inhibition curve with a large enough effect in the main read-out, with a control signal flat, not every such curve was filed as active; inconclusive = small, poorly fitted or top-dose-only effect, or effect the other way, or a change in a side signal; inactive = no such curve, though single readings can be large or run the other way; also: potency is read from the fitted curve at half-maximal effect; % of control where 0% means no effect
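FP read-out: FITC-PTAP peptide, 50 nM final, binding Tsg101 binding domain, 10 uM final; 20 min, r.t.; 10 mM HEPES pH 7.5, 0.15 M NaCl, 0.01% Tween 20, 3 mM EDTA, 0.1 mM TCEP.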
MBNL1-CUG inh: qHTS Assay for Inhibitors of MBNL1-poly(CUG) RNA binding; Muscleblind-like protein 1 (Homo sapiens), Q9NR56; TR-FRET MBNL1-His/biotin-(CUG)12 binding, 665/545 ratio; Potency, µM (series often up to 57.5 µM), inactives show at the top dose activity change, negative = inhibition, most hits filed as inhibitors; actives 0.036% (n = 280,000); AID 2675, 2010; active = well fitted inhibition curve with a large enough effect in the signal ratio, with a control signal flat, not every such curve was filed as active; inconclusive = small, poorly fitted or top-dose-only effect, or effect the other way, or a change in a side signal; inactive = no such curve, though single readings can be large or run the other way; the % refers to the signal ratio; also: potency is read from the fitted curve at half-maximal effect; % is scaled to controls: 0 for no effect and ±100 for the full control effect
Target sequence (Q9NR56 whole entry, looked up): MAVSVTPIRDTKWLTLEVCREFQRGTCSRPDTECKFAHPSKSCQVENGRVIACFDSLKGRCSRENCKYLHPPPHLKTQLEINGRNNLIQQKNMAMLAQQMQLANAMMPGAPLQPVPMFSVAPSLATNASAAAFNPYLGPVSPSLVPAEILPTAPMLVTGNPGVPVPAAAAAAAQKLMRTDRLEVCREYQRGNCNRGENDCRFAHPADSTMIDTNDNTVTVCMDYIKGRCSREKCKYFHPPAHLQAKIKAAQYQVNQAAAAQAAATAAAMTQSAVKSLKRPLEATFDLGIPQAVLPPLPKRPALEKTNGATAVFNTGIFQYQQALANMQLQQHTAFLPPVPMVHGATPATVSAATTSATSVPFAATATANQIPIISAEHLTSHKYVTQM
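TR-FRET readout: Ex 340 nm, 665/545 nm emission ratio, normalized to buffer-only (basal) and MBNL1-(CUG)12 controls. Complex of MBNL1-His with Biotin-(CUG)12, compounds 92 nM–58 uM, incubated 60 min at room temperature.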
TCR act: Activators of T cell receptors: qHTS campaign; Potency, µM (doses to about 9.22 µM), inactives show top-dose activation of IL-2 secretion, usual class: activators; 330,000 tested, under 10 active; AID 504894, 2011; primary human leukocytes, anti-CD3, IL-2 HTRF, 48 h; also: % of control where 0% means no effect
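IL-2 release read by HTRF sandwich (Eu cryptate donor, d2 acceptor, 665 nm emission) after 48 hr exposure of primary human leukocytes to compound together with anti-CD3 beads in the absence of co-stimulatory signals.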
Mito fusion act: qHTS Assay for Small Molecule Inhibitors of Mitochondrial Division or Activators of Mitochondrial Fusion | S. cerevisiae fusion-defective mutant growth rescue, CellTiterGlo 48 h | Potency, µM (doses to about 46.1 µM), for the others: top-dose growth rescue (activation), most hits filed as activators | actives 0.23% (n = 320,000);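 also: potency is read from the fitted curve at half-maximal effect; % of control where 0% means no effect; nearly all actives have a fitted effect of over 45% in size; temperature-sensitive fusion mutants such as fzo1-1 at 37 °C on non-fermentable ethanol glycerol medium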
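Luminescent cell viability in 1536-well qHTS format served as the measure of rescued growth in ts fusion-mutant S. cerevisiae cultured on non-fermentable YPEG for 48 hours at 37C.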
Menin MLL FP TR: qHTS Assay for Inhibitors Targeting the Menin-MLL Interaction in MLL Related Leukemias: Competition With Texas Red Labeled MLL-derived Mutant Peptide; O00255; Menin + Texas Red MLL mutant peptide, fluorescence polarization; Potency, µM (series often up to 61.6 µM), for the others: at the top dose FP activity change, negative = inhibition, actives largely listed as inhibitors; actives 0.23% (n = 270,000); AID 1768, 2009; active = well fitted inhibition curve with a large enough effect in the polarisation, with a control signal flat, not every such curve was filed as active; inconclusive = small, poorly fitted or top-dose-only effect, or effect the other way, or a change in a side signal; inactive = no such curve, though single readings can be large or run the other way; the % refers to the polarisation; also: potency is read from the fitted curve at half-maximal effect; % of control where 0% means no effect; many of its hits are not listed in these tables
The depositor's hits bear a star; u = inconclusive; x = no result given; [ ] = another dose, or the depositor's remark. Unless noted, calls follow the shape of the dose curve; as a rule, active = well fitted curve in the direction sought with a large enough effect; inconclusive = small, poorly fitted or top-dose-only effect, or another doubt; inactive = no such curve, though single readings can be large; an effect the other way counts as inactive or inconclusive. Only part of the results is shown; rates above refer to the full screens.

mol	TSHR antagonist	A-T KAP1 phos	Integrin act MD	ASM inhibitor	MLL CXXC-DNA inh	PTAP TSG101 blk	MBNL1-CUG inh	TCR act	Mito fusion act	Menin MLL FP TR
CC(O)[C@H]1CN=C(N)N1CC1CCCCC1 (stereo partly drawn)	x	x	8%	-3%	x	-9%	x	0%	x	x
COc1ccc(-n2nnnc2SCC(=O)c2ccc3c(c2)OCCO3)cc1	18	-4%	-25%	1%	-4%	-1%	100%[activator]	-9%[46.1 µM]	4%	-15%
CCCC(NC(=O)Cc1c(C)c2c(cc(C)c3c(C)coc32)oc1=O)C(=O)O (stereo not drawn)	3	5%	15%	46%[activator]	-27%	-4%	9%	1%	-3%	-2%
COC(=O)[C@H](C)NC(=O)Nc1ccccc1C(F)(F)F	-3	-13%	20%	0%	7%	-6%	-2%	-3%	-1%	6%
CSc1sc(C(=O)OC(C)C)c2c1C(=O)CC(C)(C)C2	-4	6%	5%	-1%	-13%	-1%	9%	4%	0%	x
Cc1nc2ccc(-c3nc4ccccc4o3)cc2[nH]1	17	-2%	12%	-1%	1%	-10%	-10%	-2%	4%	-16%
COCc1c(C(=O)OCC(=O)NCCN2C(=O)CSC2=O)oc2ccccc12	-3	0%	-12%	4%	0%	-1%	u	-3%[46.1 µM]	0%	4%
COc1ccc(S(=O)(=O)N2CCOCC2)cc1NC(=O)CC1CCCC1	9	15%	22%	5%	x	-5%	x	3%	-4%	x

Part of the list above in order of SMILES length, falling.
mol	TSHR antagonist	A-T KAP1 phos	Integrin act MD	ASM inhibitor	MLL CXXC-DNA inh	PTAP TSG101 blk	MBNL1-CUG inh	TCR act	Mito fusion act	Menin MLL FP TR
COc1ccc(-n2nnnc2SCC(=O)c2ccc3c(c2)OCCO3)cc1	18	-4%	-25%	1%	-4%	-1%	100%[activator]	-9%[46.1 µM]	4%	-15%
Cc1nc2ccc(-c3nc4ccccc4o3)cc2[nH]1	17	-2%	12%	-1%	1%	-10%	-10%	-2%	4%	-16%
CC(O)[C@H]1CN=C(N)N1CC1CCCCC1 (stereo partly drawn)	x	x	8%	-3%	x	-9%	x	0%	x	x

(cont.)
mol	TSHR antagonist	A-T KAP1 phos	Integrin act MD	ASM inhibitor	MLL CXXC-DNA inh	PTAP TSG101 blk	MBNL1-CUG inh	TCR act	Mito fusion act	Menin MLL FP TR
S=c1[nH]cc(-c2ccccc2)n1-c1cccc(Cl)c1	-40	1%	-15%	-1%	-2%	-2%	31%[activator]	-10%[46.1 µM]	3%	1%
N#Cc1ccc(OCC(=O)N2CCN(c3ccc(C(F)(F)F)cn3)CC2)cc1	-8	-19%	u	0%	x	1%	x	4%	2%	x
COc1ccc(OC)c(NC(=S)NCc2cccs2)c1	-7	-1%	6%	0%	3%	0%	0%	-5%[46.1 µM]	-1%	-1%
Cc1cccc(C)c1NC(=O)c1cc(S(=O)(=O)N2CCOCC2)ccc1F	11	-1%	17%	4%	-17%	x	-4%	-1%[46.1 µM]	3%	-11%
CCCNC(=O)Cn1nc(C(F)(F)F)c2c1CCC2	0	-6%	43%	-2%	-14%	-4%	6%	-1%	-1%	15%
CC(=O)Oc1cccc(NC(=O)c2ccc3c(c2)C(=O)N(CC(C)C)C3=O)c1	10	-20%	-3%	-10%	15%	-10%	u	-2%	19%	36%[activator]
Cc1ccc(CN2C(=O)NC(Cc3c[nH]c4ccccc34)C2=O)cc1 (stereo not drawn)	27	29%	13%	0%	9%	-1%	u	10%[46.1 µM]	5%	4%
CC(=O)c1sc(NC(=O)CN2C(=O)C3CCCCC3C2=O)nc1-c1ccccc1 (stereo not drawn)	-5	12%	-28%	-11%	x	-2%	x	-7%	0%	x

Going on with the list:
mol	TSHR antagonist	A-T KAP1 phos	Integrin act MD	ASM inhibitor	MLL CXXC-DNA inh	PTAP TSG101 blk	MBNL1-CUG inh	TCR act	Mito fusion act	Menin MLL FP TR
C/C(N)=C(/C#N)C(=O)COC(=O)CNS(=O)(=O)c1ccc(F)c(F)c1F	7	2%	22%	5%	-2%	0%	-6%	-1%	-5%	1%
Cc1cccc2cc3c(N)c(C(=O)N4CCCc5ccccc54)sc3nc12	-6	-21%	-25%	u	u	u	x	7%[46.1 µM]	18µM*	u
CCOc1cc(/C=N/NC(=O)c2cc(-c3ccccc3)nc3ccccc23)ccc1O	-44	-5%	0%	-10%	-8%	-1%	-5%	2%	-24%	u
CC1(C)CC(=O)c2sc(NC(=O)Cc3cccs3)nc2C1	-5	3%	12%	4%	2%	-2%	37%[activator]	-3%[46.1 µM]	2%	26%
Cc1ccc2c(C(=O)CN3CCOCC3)c(C)[nH]c2c1	-2	-6%	20%	0%	-3%	-8%	-1%	-5%	2%	-16%
O=C(O)c1cc(-c2cccc([N+](=O)[O-])c2)n[nH]1	-8	-2%	22%	4%	-11%	1%	u	1%	1%	30%
O=C(O)Cc1sc(Nc2cccc3ccccc23)nc1-c1ccccc1	-2	-3%	u	8%	x	-1%	x	5%	12%	x
CC(C)OC(=O)c1ccc(S(N)(=O)=O)o1	9	-1%	6%	3%	4%	-2%	x	-10%[46.1 µM]	-7%	-3%

Other entries follow.
mol	TSHR antagonist	A-T KAP1 phos	Integrin act MD	ASM inhibitor	MLL CXXC-DNA inh	PTAP TSG101 blk	MBNL1-CUG inh	TCR act	Mito fusion act	Menin MLL FP TR
CNC(=O)c1ccccc1Sc1cccc2cccc(C(=O)O)c12	-1	-12%	2%	4%	4%	-5%	8%	3%	6%	6%
Cc1cc(C(=O)Cn2ncc(Cl)c(Cl)c2=O)c(C)n1CC(F)(F)F	18	-5%	-57%[inhibitor]	-4%	-2%	-2%	u	5%[46.1 µM]	0%	-24%
CCCCc1c(C)nc2ccc(Br)cc2c1SCCC#N	-2	2%	x	x	7%	x	u	-21%[46.1 µM]	15%	-7%
Cc1occc1C(=O)Nc1nnc(-c2cccs2)s1	-2	-4%	9%	29%	3%	-1%	28%	3%	3%	-18%
Cc1ccc(CNC(=O)COC(=O)C2CCC2)cc1	6	-12%	15%	-2%	x	0%	x	8%	x	x
COc1cc2[nH]c(=S)n(Cc3ccc(F)cc3)c(=O)c2cc1OC	6	-1%	5%	4%	11%	-1%	0%	x	3%	u
Cc1oc(-c2ccc(Cl)cc2)nc1CS(=O)CC(=O)NC1CCCCC1 (stereo not drawn)	-1	-7%	23%	7%	-1%	3%	2%	11%	2%	x
CCOC(=O)C1=C(C)NC(SCC(=O)O)=NC1c1ccccc1 (stereo not drawn)	-6	-2%	-16%	3%	11%	-14%	u	3%	-3%	-9%

Following part:
mol	TSHR antagonist	A-T KAP1 phos	Integrin act MD	ASM inhibitor	MLL CXXC-DNA inh	PTAP TSG101 blk	MBNL1-CUG inh	TCR act	Mito fusion act	Menin MLL FP TR
COC(=O)c1n[nH]c2ccccc12	-5	-1%	-6%	4%	-3%	-4%	-4%	6%	1%	7%
Cc1ccc(C)c(NS(=O)(=O)c2csc(C(N)=O)c2)c1	3	-27%	u	5%	u	-3%	-1%	0%	1%	32%[activator]
NC(=O)c1ccsc1NC(=O)COC(=O)c1cc(=O)[nH]c2ccccc12	x	7%	23%	7%	x	0%	x	-2%	5%	x
COCCCn1c(SCc2cc(=O)[nH]c3ccccc23)nnc1-c1ccco1	-3	6%	1%	3%	-6%	-10%	-11%	-1%	0%	10%
CCCc1cc(C(=O)N2CCCC(C(=O)c3cc(C)c(OC)c(C)c3)C2)n(C)n1 (stereo not drawn)	17	-5%	20%	2%	8%	-3%	-14%	-6%	25%	x

Screens from PubChem BioAssay.
